HEK293 viab: counter-screen for SNCA expression inhibitors: cell viability | Potency, µM (doses to about 57.1 µM), for the others: at the highest dose activity change, negative = cytotoxicity, usual class: cytotoxic | AID 1671193 | 150,000 compounds, 0.12% hits | HEK-293-SNCA-luc viability, GF-AFC fluorescence, 24 h;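 note: potency is the fitted concentration of half-maximal effect; 0% = DMSO-treated cells and -100% = medium-only wells without cells; nearly all actives have a fitted effect of over 30% in size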
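Cytotoxicity counterscreen: after 24 h compound treatment of genome-edited SNCA-luciferase HEK-293 cells, live-cell protease substrate GF-AFC read by fluorescence after 30 min; activity scaled between DMSO (0%) and medium-only (-100%), curves Hill-fitted.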
3T3 cytotox: cytotoxic compounds in NIH 3T3 cells; 94,000 compounds, 4.3% hits; Potency, µM (highest dose often 96.7 µM), inactives show at the highest dose activity change, negative = cytotoxicity, usual class: inhibitors; NIH 3T3 viability, CellTiter-Glo ATP luminescence, 48-72 h; note: potency is the fitted concentration of half-maximal effect; nearly all actives have a fitted effect of over 55% in size
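Viability of NIH 3T3 cells after 48 or 72 hr compound treatment at 37 °C was assessed by CellTiter-Glo, with luminescence imaged following a 10 min room-temperature step.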
GPT2 inhibitor: inhibitors of human GPT2 alanine aminotransferase; Recombinant GPT2, coupled pyruvate oxidase/HRP Amplex Red fluorescence; Potency, µM (highest dose often 57.7 µM), for the others: at the top dose activity change, negative = inhibition, usual class: inhibitors; 100,000 compounds, 0.25% hits; note: potency is the fitted concentration of half-maximal effect; nearly all actives have a fitted effect of over 60% in size; many of its hits are not listed in these tables
Target sequence (Q8TD30 whole entry, looked up): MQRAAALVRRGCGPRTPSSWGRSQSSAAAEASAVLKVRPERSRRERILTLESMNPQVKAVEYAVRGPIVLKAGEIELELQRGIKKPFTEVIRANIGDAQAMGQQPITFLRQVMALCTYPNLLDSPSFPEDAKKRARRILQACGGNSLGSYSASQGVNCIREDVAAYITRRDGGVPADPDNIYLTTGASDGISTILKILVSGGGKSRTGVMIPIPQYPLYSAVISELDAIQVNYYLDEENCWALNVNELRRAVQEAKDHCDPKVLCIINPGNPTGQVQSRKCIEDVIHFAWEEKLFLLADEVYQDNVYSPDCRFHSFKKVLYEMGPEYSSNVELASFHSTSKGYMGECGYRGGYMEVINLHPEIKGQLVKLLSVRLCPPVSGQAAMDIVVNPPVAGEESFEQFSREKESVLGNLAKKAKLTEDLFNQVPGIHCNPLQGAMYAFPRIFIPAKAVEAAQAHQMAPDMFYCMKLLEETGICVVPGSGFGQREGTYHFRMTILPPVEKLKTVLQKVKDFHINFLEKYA
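Inhibition is scored from Amplex Red fluorescence generated when pyruvate oxidase and HRP act on pyruvate released by GPT2. Reactions contain 10ng/uL enzyme, 250uM a-KG and 2mM L-alanine and run 30 min at room temperature.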
HEK cytotox: cytotoxic compounds in HEK 293 cells; AID 1345083; Potency, µM (top dose mostly 115 µM), without a hit: top-dose activity change, negative = cytotoxicity, most hits filed as inhibitors; 94,000 compounds, 6.6% hits; HEK 293 viability, ATP luminescence (CellTiter-Glo), 48-72 h; note: potency is the fitted concentration of half-maximal effect; nearly all actives have a fitted effect of over 60% in size
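HEK 293 cells seeded at 250 cells/well were exposed to compound for 48 or 72 hr at 37 degree Celsius. Viability taken as ATP content by CellTiter-Glo luminescence.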
Luciferase inh: blocks purified firefly luciferase enzyme activity; P08659; purified P. pyralis luciferase, luminescence, biochemical; Potency, µM (doses to about 115 µM), without a hit: at the top dose activity change, negative = inhibition, actives largely listed as inhibitors; 76,000 compounds, 2.5% hits; AID 1347043; note: potency is the fitted concentration of half-maximal effect; nearly all actives have a fitted effect of over 65% in size
Target sequence (P08659 whole entry, looked up): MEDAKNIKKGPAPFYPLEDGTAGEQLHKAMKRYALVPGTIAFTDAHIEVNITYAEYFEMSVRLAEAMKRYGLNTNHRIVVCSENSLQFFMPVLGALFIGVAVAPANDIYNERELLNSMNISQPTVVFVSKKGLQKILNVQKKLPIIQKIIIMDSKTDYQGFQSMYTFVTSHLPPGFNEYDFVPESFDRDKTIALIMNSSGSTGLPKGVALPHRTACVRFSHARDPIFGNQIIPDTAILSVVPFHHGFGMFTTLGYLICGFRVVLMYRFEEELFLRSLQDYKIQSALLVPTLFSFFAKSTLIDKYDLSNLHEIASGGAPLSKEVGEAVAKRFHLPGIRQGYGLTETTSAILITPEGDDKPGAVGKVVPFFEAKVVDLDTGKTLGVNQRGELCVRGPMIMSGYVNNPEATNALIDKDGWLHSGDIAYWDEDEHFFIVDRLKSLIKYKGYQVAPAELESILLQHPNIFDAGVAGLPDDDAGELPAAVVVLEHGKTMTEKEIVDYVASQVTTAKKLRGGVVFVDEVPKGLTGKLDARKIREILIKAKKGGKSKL
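Luminescence read by CCD imager after adding enzyme (10nM final) to wells holding compound, titrated in qHTS. Substrates 10uM each D-luciferin and ATP; buffer 50mM Tris acetate pH 7.5, 10mM Mg acetate, Tween-20, BSA.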
SNCA expr inhib: SNCA gene expression inhibition. HEK-293 SNCA-luciferase knock-in, luminescence, 24 h. 140,000 compounds, 0.17% hits. Potency, µM (series often up to 57.2 µM), inactives show at the highest dose activity change, negative = inhibition, usual class: inhibitors;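 note: potency is the fitted concentration of half-maximal effect; plate controls were DMSO cells for no effect and cell-free wells for full effect; nearly all actives have a fitted effect of over 45% in size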
IP6K1 inhibitor: inhibitors of human IP6K1 | Q92551 | IP6K1 kinase, ADP-Glo luminescence, 2 h; active compounds read low | activity change, % (series mostly up to about 58 µM) | 140,000 compounds, 0.81% hits | AID 1645851; in the data active = activity change below about -25%
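ADP-Glo luminescence measures ADP made by human IP6K1 during a 2 h RT reaction with ATP/IP6 (mix at 1.3 mM/130 uM); top library doses 57.5 and 19.1 uM final.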
Starred values were filed as active, the others as inactive; i = inactive; ? = inconclusive; . = no result given; [ ] = another dose, or the depositor's remark. Unless noted, calls come from the whole dose curve; as a rule, active = well fitted curve in the direction sought with a large enough effect; inconclusive = small, poorly fitted or top-dose-only effect, or another doubt; inactive = no such curve, though single readings can be large; an effect the other way counts as inactive or inconclusive. Unless noted, % is set by controls: 0 for no effect and ±100 for the full control effect.

SMILES | HEK293 viab | 3T3 cytotox | GPT2 inhibitor | HEK cytotox | Luciferase inh | SNCA expr inhib | IP6K1 inhibitor
COc1ccc(NC(=O)C2=C(C)C(=O)OC23CCN(C(C)C)CC3)cc1Cl | 11% | . | . | . | . | 42%[activator] | -12
COc1ccccc1CC(=O)NC1CCN(c2cc(C(F)(F)F)ncn2)CC1 | -3% | -26% | 4% | -13% | 3% | -15% | -14
CN1CCN(C(=O)c2cn3cc(-c4cccc(C(F)(F)F)c4)sc3n2)CC1 | 14% | -22% | i | -7% | . | -7% | 2
COc1ccc(Cl)cc1C(=O)NCc1nnc2ccc(-c3ccc(C)c(C)c3)nn12 | -29% | ? | i | 2% | 2% | 6% | -1
COCCn1nc2n(c1=O)CCN(C(=O)c1ocnc1C)CC2 | -12% | -11% | 4% | -3% | 5% | 7% | -3
CCCc1cc(C(=O)N2CC[C@@H]3[C@@H](CCC(=O)N3CC(C)C)C2)ccn1 | 6% | ? | ? | -1% | 5% | 13% | -5
Cc1ccc(Cn2c(C3CCN(C(=O)Cc4ccccc4)CC3)n[nH]c2=O)cc1 | 6% | -8% | -3% | -7% | 1% | 17% | 5
O=C(NCCCn1nccc1C1CC1)c1ccccc1C1CCNC1 (configuration not stated) | 0% | -7% | 1% | 2% | -2% | -6% | 21
COc1cccc(N2CCN(c3ncnc4onc(-c5ccc(Cl)cc5)c34)CC2)c1 | 14% | . | . | . | . | 21% | 1
O=c1n(CC2CC2)nc2n1CCN(S(=O)(=O)c1cnc[nH]1)CC2 | 4% | i | i | 13% | -4% | -4% | 3
CCCN1C(=O)Cc2ccccc2C1C(=O)NCc1ccccc1Cl (configuration not stated) | -8% | -7% | i | -28% | ? | 4% | 9
COc1ccc(-c2nn(-c3ccccc3)cc2CN2CCN(C)CC2)c(F)c1 | -1% | ? | i | ? | ? | 28% | -12
CC1CN(C(=O)NCc2ccccc2)c2cc(Cl)ccc2O1 (configuration not stated) | 8% | . | . | . | . | 10% | 16
Cc1cc2c(n1-c1ccc(C(=O)NCCc3ccc(Cl)cc3)cc1)CCC(C)C2 (configuration not stated) | -7% | . | . | . | . | -27% | 2
COc1ccc(-n2c(=O)c3c(c4cc(OC)ccc4n3C)n(CC(=O)N3CCCC3)c2=O)cc1 | -5% | . | . | . | . | -1% | 22
Cc1ccc(-c2nc3c4ccccc4[nH]c(=O)n3n2)cc1 | -4% | . | . | . | . | 137%[activator] | 1
CC(Oc1ccccc1)C(=O)N1CCN(Cc2cc(=O)n3nc(-c4ccccc4Cl)sc3n2)CC1 (configuration not stated) | -4% | . | . | . | . | ? | 2
COc1ccc2c(c1)c1c(c(=O)n(-c3ccc(OC)c(OC)c3)c(=O)n1Cc1ccccc1C)n2C | 5% | . | . | . | . | -14% | -1
CC(C)NC(=O)N(C1CC1)C1CCOC2(CCN(C(=O)C3CCCC3)CC2)C1 (configuration not stated) | 1% | -28% | i | -2% | 15% | 4% | 22
O=C(c1nc2c(o1)CCN(Cc1cc(F)ccc1F)CC2)N1CCOCC1 | 0%[87.6 µM] | -22%[138 µM] | 4%[88.5 µM] | ? | 5%[172 µM] | 6%[87.6 µM] | 3
Cc1ccsc1C(=O)NCC1(C)CCOCC1 | 5% | 0% | -9% | -1% | ? | 54%[activator] | -1
COc1cccc(COC2CN(C(=O)CCc3scnc3C)CC(=O)N(Cc3ccccn3)C2)c1 (configuration not stated) | -5% | i | i | 14% | 8% | 5% | -6
COc1ccc(Cl)cc1NC(=O)CSc1nc2ccccc2nc1N1CCCCC1 | -1% | . | . | . | . | 8% | -4
Cc1ccc(S(=O)(=O)N(CC(=O)Nc2ccc(C(C)C)cc2)Cc2ccccc2)cc1 | -10% | . | . | . | . | ? | 8
CC(C)c1cc2c(N3CCN(C4=NCC(C)(C)S4)CC3)ncnc2s1 | -28% | . | i | . | . | . | 5
O=C(Nc1ccccc1OCc1cc(=O)n2ccccc2n1)c1cccc(Br)c1 | 2% | . | . | . | . | -15% | 25
CN(C)C(=O)c1ccnc(-c2nnc3ccc(N(C)Cc4ccccc4)nn23)c1 | 14%[87.6 µM] | ? | -5%[88.5 µM] | -26%[172 µM] | 14%[172 µM] | -11%[87.6 µM] | 3
COc1c(Cl)cc(Cl)cc1CNCCSc1nnnn1C | ? | . | . | . | . | 25% | 17
O=C(Cn1ccn2nc(-c3ccccc3)c(CO)c2c1=O)NCc1ccc2c(c1)OCO2 | 8% | -21% | i | ? | -5% | -10% | 7
Cc1ccc2nc(-c3cccc(NC(=O)c4ccc(Br)o4)c3)oc2c1 | 3% | . | . | . | . | 45%[activator] | -1
CCN1CCN(Cc2c(O)ccc3c(C)c(-c4ccc(OC)cc4)c(=O)oc23)CC1 | ? | . | . | . | . | -1% | -7
COc1c2c(c(C)c3c1C(=O)OC3)O[C@@]1(C)C[C@@H](OC(C)=O)[C@]34O[C@](OC)(CC[C@]3(C)[C@H]1C2)OC4(C)C | -8%[23.9 µM] | . | i | . | . | . | -2
O=C(NCCNc1cccnc1)C1CCC(=O)N(C2CC2)C1 (configuration not stated) | 3% | -2% | ? | -14% | 1% | 15% | 2
Cc1ccc(CNC(=O)CCCn2nc(C)n3c(cc4sccc43)c2=O)cc1 | 9% | . | . | . | . | -8% | -12
CCC(C)NC(=O)C1(c2ccc(NS(=O)(=O)CC)cc2)CCCCC1 (configuration not stated) | 4% | -7% | -36% | -9% | -6% | 10% | 24
Cc1ccsc1CN(C(=O)COc1ccc(Br)cc1)C1CCS(=O)(=O)C1 (configuration not stated) | 2% | . | . | . | . | -23% | -1
Cc1ccccc1NC(=O)CSc1ccc(-c2ccccn2)nn1 | -7% | . | . | . | . | -13% | -18
CCN(CC)CCNC(=O)Nc1ccc2c(c1)N(Cc1ccccc1)C(=O)c1ccccc1S2 | ? | . | . | . | . | -22% | -3
COc1ccc(NC(=O)N[C@H]2[C@H](O)[C@@H](N3CCOCC3)[C@@H]3OC[C@H]2O3)cc1 | 3%[87.6 µM] | 3%[138 µM] | 0%[88.5 µM] | -3%[172 µM] | 4%[172 µM] | -16%[87.6 µM] | -11
CCC(C)C(=O)OC[C@H]1O[C@H](O[C@H]2O[C@H](CO)[C@@H](O)[C@H](O)[C@H]2O)[C@H](O)[C@@H](O)[C@@H]1O (some centres not stated) | -10%[23.9 µM] | . | i | . | . | . | -2
O=C(Cc1ccc(F)cc1)NCCNC(=O)c1ccc(-c2cncnc2)cc1 | . | -14% | . | -5% | . | . | -15
O=C1NCCCCCCN(Cc2ccncc2)[C@@H]2CN(C3CCC3)CC[C@H]12 | 1% | -15% | i | -12% | -8% | 7% | 4
CCc1ccccc1N(CC)C(=O)c1c(C)oc2ncnc(N3CCOCC3)c12 | 14% | . | . | . | . | -10% | -18
CC(C)C(=O)NCc1ccc(C(=O)N2CCC3(CCNCC3)CC2)cc1 | -27% | -14% | 1% | -27% | 0% | -5% | 14
CC(=O)N1CCN([C@H]2[C@@H]3OC[C@@H](O3)[C@@H](NCc3ccc(CO)o3)[C@@H]2O)CC1 | 0%[87.6 µM] | -1%[174 µM] | i | 0%[172 µM] | 0%[172 µM] | -10%[87.6 µM] | -11

Six compounds drawn at random from the list so far:
SMILES | HEK293 viab | 3T3 cytotox | GPT2 inhibitor | HEK cytotox | Luciferase inh | SNCA expr inhib | IP6K1 inhibitor
CCC(C)NC(=O)C1(c2ccc(NS(=O)(=O)CC)cc2)CCCCC1 (configuration not stated) | 4% | -7% | -36% | -9% | -6% | 10% | 24
Cc1ccc(CNC(=O)CCCn2nc(C)n3c(cc4sccc43)c2=O)cc1 | 9% | . | . | . | . | -8% | -12
CCN(CC)CCNC(=O)Nc1ccc2c(c1)N(Cc1ccccc1)C(=O)c1ccccc1S2 | ? | . | . | . | . | -22% | -3
O=C(NCCNc1cccnc1)C1CCC(=O)N(C2CC2)C1 (configuration not stated) | 3% | -2% | ? | -14% | 1% | 15% | 2
O=C1NCCCCCCN(Cc2ccncc2)[C@@H]2CN(C3CCC3)CC[C@H]12 | 1% | -15% | i | -12% | -8% | 7% | 4
CCC(C)C(=O)OC[C@H]1O[C@H](O[C@H]2O[C@H](CO)[C@@H](O)[C@H](O)[C@H]2O)[C@H](O)[C@@H](O)[C@@H]1O (some centres not stated) | -10%[23.9 µM] | . | i | . | . | . | -2

(more compounds)
SMILES | HEK293 viab | 3T3 cytotox | GPT2 inhibitor | HEK cytotox | Luciferase inh | SNCA expr inhib | IP6K1 inhibitor
COc1ccccc1N1CCN(C(=O)Cn2ncc3c2-c2cc(C)ccc2OC3)CC1 | ? | . | . | . | . | -24% | -4
Cc1ccc(OCCSc2nc3ccccc3n2CCC(=O)O)cc1C | -2% | . | . | . | . | 125%[activator] | 3
CCC(C)NC(=O)CN1C(=O)c2cccnc2Sc2ccccc21 (configuration not stated) | -5% | . | . | . | . | 51%[activator] | 2
Cc1ccc(C2Cn3cnc(C(=O)N4CCC(C(=O)NCc5cc(F)ccc5F)CC4)c3CO2)cc1 (configuration not stated) | 8% | -4% | -1% | -4% | 40µM* | 30%[activator] | -5
CCOc1ccc(NC(=O)Cn2c(C)cc3ccccc3c2=O)cc1 | -4% | . | . | . | . | -4% | -23
COCCNc1ccc(-c2nc(-c3ccco3)no2)cc1[N+](=O)[O-] | 11% | . | . | . | . | 45% | -4
O=c1c2c(CO)c(-c3ccccc3)nn2ccn1CCc1ccccc1 | -25% | ? | -6% | ? | ? | 29% | 10
CS(=O)(=O)N1CCCN(C(=O)C2CCCCC2)c2ccccc21 | 9% | i | i | i | 6% | -1% | -14
Cc1oc(-c2ccc(C(=O)NCCC(C)C)cc2)nc1CS(=O)(=O)c1ccccc1 | -20% | . | . | . | . | -11% | 39
OC[C@H]1O[C@@H](Oc2cc(O)cc(-c3cc4ccc(O[C@@H]5O[C@H](CO)[C@@H](O)[C@H](O)[C@H]5O)cc4o3)c2)[C@H](O)[C@@H](O)[C@@H]1O | -11%[23.9 µM] | . | 3%[27.3 µM] | . | . | . | 7
O=C(Cn1nc2n(c1=O)CCCC2)NCc1ccc(F)cc1 | 13% | -25% | i | -9% | -19% | 20% | -8
CC1Oc2ccc(NC(=O)c3ccc(Cl)c(Cl)c3)cc2CN(Cc2ccccc2F)C1=O (configuration not stated) | -5% | ? | 5% | ? | -4% | -23% | 10
CC(Cn1cncn1)NC(=O)c1ccc(CCC(C)(C)O)cc1 (configuration not stated) | 6% | -9% | -15% | -17% | -20% | 11% | 3
CCOc1ccc(N(CC)S(=O)(=O)N2CCCC(C(=O)Nc3ccc(C(C)=O)cc3)C2)cc1 (configuration not stated) | 4% | . | . | . | . | -4% | 16
CC1CCC2(CC1)NC(=O)N(CC(=O)N1CCCCC1)C2=O (configuration not stated) | 5% | 0% | i | -7% | -4% | 9% | 4
C[C@@H]1CN(C(=O)c2ccc(F)cc2F)CC[C@@]1(O)C1CCOCC1 | -11% | 1% | i | -10% | -4% | -24% | 9
COc1ccc(S(=O)(=O)N(Cc2nc(-c3ccc(C)cc3)no2)C2CCCCC2)cc1 | -9% | . | . | . | . | -2% | 6
